Screening results from PubChem.
RSV antiviral HEp-2 – RSV antiviral activity via CPE protection, HEp-2 cells, primary 10 µM value included (AID 2391). actives 0.13% (n = 310,000). CPE inhibition, % at 10 µM, or IC50 in µM where a hit was titrated. HEp-2 cells, RSV-induced CPE inhibition; higher % means a stronger effect; in the data active = a potency from the dose series; inconclusive = CPE inhibition mostly from about 23% at the one dose, without a potency; inactive = the rest, 99 in 100 with CPE inhibition below about 21%; also: strong numbers were not always called active
West Nile virus CPE – West Nile virus antiviral activity, cell-based, CPE readout (AID 1621). West Nile virus-infected cells, CPE inhibition; higher % means a stronger effect. CPE inhibition, % at 10 µM; hits with a dose series show IC50 in µM. actives 0.02% (n = 290,000); in the data active = a potency from the dose series; inconclusive = CPE inhibition mostly from about 3.7% at the one dose, without a potency; inactive = the rest, 99 in 100 with CPE inhibition below about 2.2%; also: strong numbers were not always called active
MgcRacGAP inhibition – MgcRacGAP GTPase-activating activity inhibitors, confirmation, biochemical, ADP Hunter fluorescence | inhibition, % at 30 µM, or IC50 in µM where a hit was titrated | MgcRacGAP-stimulated Rac1 GTP hydrolysis, ADP Hunter fluorescence; higher % means a stronger effect; GST-tagged Rac1 F28L mutant substrate | AID 624330 | actives 0.6% (n = 340,000);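 active = first-screen hits whose inhibition reached a set limit at any dose in the follow-up dose series; inconclusive = inhibition above the set first-screen limit but never retested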;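 also: fluorescence reports GDP produced by GAP-driven GTP hydrolysis; strong numbers were not always called active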
bCat nuc transl – modulators of beta-catenin nuclear translocation; HeLa beta-catenin nuclear translocation, immunofluorescence imaging; AID 1665; nuclear translocation activity, % at 5 µM; actives 0.3% (n = 190,000);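 active = nuclear translocation activity above 50% at 5 µM, with a well cell count of 50 or more; inconclusive = wells under 50 cells across six images, flagged as toxic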;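 also: per-cell ratio of nuclear to cytoplasmic median beta-catenin stain intensity; plate controls were DMSO negative control for no effect and GSK-3 inhibitor IX positive control for full effect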
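Test system: human HeLa cells, endogenous beta-catenin. Times: 24 h compound exposure, 37°C. Measured by: beta-catenin immunofluorescence imaging with DAPI.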
SV40 large T antigen – TAg ATPase/helicase activity blockers – biochemical (AID 1903); SV40 large T antigen ATPase/helicase inhibition assay; higher % means a stronger effect; inhibition, % at 20 µM; hits with a dose series show IC50 in µM; actives 0.39% (n = 310,000); in the data active = a potency from the dose series; inconclusive = inhibition mostly from about 32% at the one dose, without a potency; inactive = the rest, 99 in 100 with inhibition below about 32%; also: strong numbers were not always called active
T cell modulator – modulates CD8 T cell binding to vesicles; 2C CD8+ T cell-vesicle binding, flow cytometry; hits give low values; calls only at 7 µM; actives 0.068% (n = 330,000); AID 2052;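 active = response, share of CD8 T cells binding vesicles, and their 90th percentile fluorescence all below set limits, cut at about 80% in these data, passing the limit was not always enough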
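Benchmarks: naked versus QL9-loaded vesicles / Assay system: purified 2C TCR transgenic mouse naive CD8+ T cells / Technique: high-throughput flow cytometry with anti-B7-1 and anti-CD8 staining / Timing: Cell–vesicle co-incubation 1.5 h at 37 °C, staining 20 min on ice / Read-out: percent CD8+ FL2 mean versus row control / Probe or stimulus: QL9-loaded Drosophila micro-vesicles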
Myeloid diff MLP – compounds promoting myeloid differentiation; AID 624256; ER-HoxA9 myeloid progenitors, lysozyme-GFP differentiation, flow cytometry; calls only at 10 µM; actives 1% (n = 360,000);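 active = normalized GFP-positive differentiation at or above the plate's own cutoff, the solvent-only control mean plus 3 SD; inconclusive = no clear call, values can overlap the other calls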;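 also: cells exposed to compound for four days before flow analysis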
Salmonella PhoP GFP – PhoP-dependent GFP reporter repression – Salmonella Typhimurium, primary screen (AID 1863); actives 0.16% (n = 300,000); one-dose inhibition, % at 50 µM; IC50 in µM for titrated hits; S. Typhimurium PhoP-regulated promoter GFP reporter, 4 h; higher % means a stronger effect;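 active = inhibition over 29.93%, a cutoff 3 SD above the screen mean, later confirmed by dose response; inconclusive = inhibition over 29.93% but no dose response follow-up; inactive = inhibition at most 29.93% or unconfirmed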;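 also: 0% = low Mg2+ inducing control and 100% = high Mg2+ repressing control; strong numbers were not always called active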
WT yeast gro inh – growth inhibition of WT yeast, mitochondrial fusion screen | mitochondrial fusion phenotypic screen, WT strain | inhibition, % at 10 µM | AID 1362 | actives 2.1% (n = 190,000); in the data active = inhibition above about 58%; tested in S. cerevisiae
WT yeast gro inh mutant strain – further read-out of WT yeast gro inh, marked with its call; inhibition, %; mitochondrial fusion phenotypic screen, mutant strain inhibition
bCat nuc transl cell count 5 µM – second read-out of bCat nuc transl, no call of its own (marks repeat the call); cell count; measured here: cell count, cytotoxicity flag
T cell modulator vesicle-bound % – second read-out of T cell modulator, no call of its own (marks repeat the call); double positive events, %; measured here: CD8+ vesicle-bound cell fraction;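 binding gate set so that unloaded-vesicle control wells show 10% double positive cells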
Myeloid diff MLP GFP+ MAC1+ % – further read-out of Myeloid diff MLP, marked with its call; GFP+ MAC1+ double positive, %; measured here: differentiation confirmed by MAC1 staining
Numbers without * were called inactive; i = inactive; u = inconclusive; x = no result given. Rows were taken by chance; any-hit rate near 3.6%.

SMILES	RSV antiviral HEp-2	West Nile virus CPE	MgcRacGAP inhibition	bCat nuc transl	bCat nuc transl cell count 5 µM	SV40 large T antigen	T cell modulator	T cell modulator vesicle-bound %	Myeloid diff MLP	Myeloid diff MLP GFP+ MAC1+ %	Salmonella PhoP GFP	WT yeast gro inh	WT yeast gro inh mutant strain
COc1ccccc1NC(=O)c1cc2c(CO)cnc(C)c2oc1=Nc1ccccc1	18%	-0.8%	x	x	x	3%	i	15	i	0.5	-4%	x	x
Cn1c(-c2ccc3c(c2)OCO3)cnc1NCc1cccc(Cl)c1	3.6%	-1.1%	u	7.5	893	12%	i	18	i	0.7	37%	51	53
CC(C)(C)c1[nH]nc2c1C(c1ccccc1OC(=O)N1CCOCC1)C(C#N)=C(N)O2 (centres undefined)	2.5%	0.4%	8%	x	x	13%	i	12	i	6.1	15%	15	2
CNc1nc(Nc2ccc([N+](=O)[O-])cc2)nc(OCC(F)(F)F)n1	1.6%	-0.2%	4%	x	x	12%	i	49	i	0.6	4%	x	x
O=c1[nH]c2ccsc2c(=O)n1-c1ccc(F)c(Cl)c1	2.0%	0.2%	0%	1.1	1445	13%	i	38	i	0.8	1%	6	11
CC(C)NC(=O)c1cccc(C(F)(F)F)c1	-0.1%	0.1%	5%	-1.2	833	0%	i	33	i	5.5	-10%	-8	4
CCOC(=O)c1ccc(N(CC(=O)NC2CCCCC2)C(=O)CNC(=O)c2ccco2)cc1	-0.4%	-0.4%	8%	x	x	17%	i	36	i	2.8	9%	x	x
COc1ccc(C(c2nnnn2C(C)C)N2CCN(C(=O)c3ccco3)CC2)cc1 (centres undefined)	2.5%	-0.5%	0%	x	x	3%	i	26	i	0.8	-4%	x	x
CC(=O)N(c1cccc(C)c1)C1SC(=O)N(c2ccccc2)C1=O (centres undefined)	3.3%	0.4%	10%	0.9	1132	16%	i	28	i	0.9	-3%	18	21
Cc1cccc(-c2nc(Nc3ccc(N4CCOCC4)cc3)c3ccccc3n2)c1	15%	-0.6%	17%	5.3	463	20%	i	46	i	0.9	2%	51	53
Cc1c(C(=O)N2CC3(CC(c4cccc(NC(=O)[C@H]5CCC(=O)N5)c4)=NO3)C[C@@H]2C(N)=O)cc([N+](=O)[O-])cc1[N+](=O)[O-] (some centres undefined)	0.2%	-0.5%	8%	-1.2	1125	1%	i	7	i	1.3	-5%	x	x
O=C(COC(=O)C1=COCCO1)Nc1ccc([N+](=O)[O-])cc1C(F)(F)F	0.3%	x	3%	x	x	x	i	39	i	0.2	x	x	x
C=CCN(CC=C)C(=O)CN1C(=O)NC(C)(c2ccc3cc(OC)ccc3c2)C1=O (centres undefined)	2.9%	-1.2%	10%	x	x	0%	i	15	i	0.3	2%	x	x
O=C(NCCN1CCCC(O)C1)c1cc(COc2c(F)cccc2F)on1 (centres undefined)	0.9%	-0.2%	-11%	x	x	10%	i	19	i	3.8	1%	x	x
O=C1C(C=NCCN2CCOCC2)=C(O)c2ccccc21	0.7%	-0.8%	6%	4.8	558	5%	i	44	i	0.7	6%	10	-3
O=C(CCCN1C(=O)c2ccccc2C1=O)N1CCC(c2ccccc2)C1 (centres undefined)	2.8%	-0.4%	7%	x	x	-10%	i	44	i	0.4	13%	6	-3
O=C(COC(=O)c1ccc2ncsc2c1)Nc1cc([N+](=O)[O-])ccc1Cl	1.5%	x	7%	x	x	x	i	37	i	1.2	x	x	x
COc1cc(-n2c(C)nc3cc(C(=O)NCCN4CCOCC4)ccc32)cc(OC)c1OC	x	0.3%	x	-1.7	978	6%	x	x	x	x	-1%	7	26
CC(C#N)Sc1ncnc2sc(-c3ccccc3)cc12 (centres undefined)	2.2%	2.4%	6%	x	x	13%	i	32	i	3.2	-5%	x	x
Cc1cccc(N2CC(C)Cn3c2nc2c3c(=O)[nH]c(=O)n2C)c1 (centres undefined)	3.8%	0.6%	-6%	x	x	3%	i	12	i	0.3	-5%	x	x

3 structures from above, ordered by heavy-atom count, low to high.
SMILES	RSV antiviral HEp-2	West Nile virus CPE	MgcRacGAP inhibition	bCat nuc transl	bCat nuc transl cell count 5 µM	SV40 large T antigen	T cell modulator	T cell modulator vesicle-bound %	Myeloid diff MLP	Myeloid diff MLP GFP+ MAC1+ %	Salmonella PhoP GFP	WT yeast gro inh	WT yeast gro inh mutant strain
O=c1[nH]c2ccsc2c(=O)n1-c1ccc(F)c(Cl)c1	2.0%	0.2%	0%	1.1	1445	13%	i	38	i	0.8	1%	6	11
C=CCN(CC=C)C(=O)CN1C(=O)NC(C)(c2ccc3cc(OC)ccc3c2)C1=O (centres undefined)	2.9%	-1.2%	10%	x	x	0%	i	15	i	0.3	2%	x	x
CC(C)(C)c1[nH]nc2c1C(c1ccccc1OC(=O)N1CCOCC1)C(C#N)=C(N)O2 (centres undefined)	2.5%	0.4%	8%	x	x	13%	i	12	i	6.1	15%	15	2

The listing continues.
SMILES	RSV antiviral HEp-2	West Nile virus CPE	MgcRacGAP inhibition	bCat nuc transl	bCat nuc transl cell count 5 µM	SV40 large T antigen	T cell modulator	T cell modulator vesicle-bound %	Myeloid diff MLP	Myeloid diff MLP GFP+ MAC1+ %	Salmonella PhoP GFP	WT yeast gro inh	WT yeast gro inh mutant strain
COc1ccc(NC(=O)CSc2nc3n[nH]c(C)c3c(=N)n2-c2ccc(Cl)c(C)c2)cc1OC	12%	-0.6%	-41%	x	x	10%	i	42	u	x	-11%	x	x
O=C(CNC(=O)c1ccccc1Br)N/N=C/c1ccccc1O	1.4%	0.3%	5%	0.1	1064	1%	i	43	i	0.2	7%	22	10
Cc1nc(SCc2ccc(Cl)cc2)ncc1C(=O)O	0.6%	0.8%	2%	-1.9	1073	-1%	i	64	i	0.2	-2%	9	-2
CC(Sc1nc(N2CCOCC2)nc(N2CCOCC2)n1)C(=O)Nc1ccccc1 (centres undefined)	3.2%	-0.4%	2%	-1.4	865	0%	i	50	i	0.4	-8%	6	-6
CCOC(=O)Nc1ccc2c(COC(=O)CN(C)S(=O)(=O)c3ccc(C)cc3)cc(=O)oc2c1	-1.4%	x	11%	x	x	26%	i	21	i	0.6	x	x	x
Cc1ccccc1CN(C)C(C)C(=O)Nc1ccccc1F (centres undefined)	1.1%	-1.4%	4%	-1.5	1075	9%	i	8	i	0.2	-4%	31	16
Cc1nnc(SCc2ccc(C(=O)O)cc2)s1	1.1%	-0.3%	-2%	x	x	-4%	i	42	i	1.6	-14%	3	-4
Cc1cc(C)n(CC(=O)N/N=C/c2ccco2)n1	1.5%	-0.4%	5%	0.3	1340	7%	i	23	i	1.0	-6%	14	13
O=C(c1ccccn1)N1CC=C(c2ccccc2)CC1	x	0.1%	4%	-0.1	1103	3%	x	x	i	0.4	7%	-8	-11
CCOc1ccc(Br)cc1/C=N/NC(=O)c1ccncc1	0.9%	0.0%	15%	0.0	1058	3%	i	18	x	x	14%	3	7
COc1ccc(CCNC(=O)C2CCN(c3nccc(C)n3)CC2)cc1	3.5%	-0.4%	1%	-0.2	1526	10%	i	33	i	1.0	-3%	-1	1
O=C(O)c1ccc(N/N=C/c2cn(Cc3ccccc3F)c3ccccc23)cc1	u	1.1%	8%	1.4	1175	37%	i	45	i	0.3	-6%	x	x
COc1ccc(N=c2oc3cc(O)ccc3cc2C(=O)Nc2ccccn2)cc1OC	1.9%	-0.6%	17%	-3.4	1131	2%	i	48	i	0.1	4%	2	-1
Cc1ccc(CSCC(=O)Nc2c(C)n(C)n(-c3ccccc3)c2=O)cc1	1.0%	-1.1%	2%	-2.3	1001	5%	i	23	i	0.3	-8%	4	17
Cc1noc(C)c1-c1nc(CS(=O)(=O)c2ccc(Cl)cc2)no1	x	-0.6%	-10%	-0.7	1177	5%	i	54	i	0.9	-5%	x	x
CC(C)Sc1nc2c([nH]1)c(=N)ncn2Cc1ccccc1	1.1%	-1.4%	6%	0.2	1510	11%	i	40	i	0.4	1%	24	-21
CN(C)/C=N/c1c(C#N)cnn1-c1ncnc2sc(-c3ccccc3)cc12	0.3%	0.6%	11%	7.5	1070	11%	i	23	i	0.8	-1%	-15	1
O=C(c1cnn(-c2ccccc2)c1)c1cc(Br)ccc1O	0.7%	x	7%	x	x	x	i	32	i	0.9	x	x	x
CC(=O)c1ccc(N2CCN(C(=O)C3CCCN3S(=O)(=O)c3cccc4nsnc34)CC2)cc1 (centres undefined)	7.5%	0.8%	-3%	x	x	11%	i	22	i	7.4	-2%	x	x
COc1ccc(CC(=O)NNC(=S)NCC2CC2)cc1OC	0.4%	-0.4%	6%	1.2	1243	12%	i	38	i	0.3	-1%	x	x
CCOC(=O)C1(C(=O)OCC)C(c2ccccc2)CC(O)N1C(C)=O (centres undefined)	x	-0.3%	5%	-1.1	583	5%	x	x	i	0.1	-9%	1	1
Cc1ccc(SCC(=O)NC(=O)NCCC(C)C)c(C)c1	-0.3%	0.3%	-10%	-1.0	1112	6%	i	24	i	0.0	-2%	-2	-32
O=C1C2CCCN2C(c2ccc(F)cc2)N1c1ccc(Cl)cc1 (centres undefined)	-0.5%	0.0%	2%	x	x	7%	i	65	i	1.3	7%	10	1
COc1cccc(-c2nnc(SCC(=O)N(C(C)C)C(C)C)o2)c1	-1.3%	-1.0%	0%	1.6	1162	-6%	i	40	i	2.3	1%	-2	-26
OCCNc1nc(-c2ccccc2)nc2ccccc12	0.4%	0.3%	10%	0.1	1107	4%	i	3	i	0.2	-1%	4	6
Cc1ccc(-c2csc(NC(=O)Cc3cccs3)n2)cc1C	3.2%	0.0%	14%	x	x	6%	i	21	i	0.7	-2%	6	-22
O=C(O)c1cc([N+](=O)[O-])ccc1NCc1ccccc1	4.1%	1.4%	6%	-2.0	1114	5%	i	17	i	0.5	-9%	-1	0
COc1ccc(C2CC(c3cccs3)=NN2S(C)(=O)=O)cc1 (centres undefined)	0.9%	-0.5%	5%	-0.2	1243	7%	i	54	i	0.5	-2%	x	x
O=C(O)C1CC(O)CN1S(=O)(=O)c1ccc2ccccc2c1 (centres undefined)	1.9%	x	-3%	x	x	x	i	32	i	0.6	x	x	x
CCOC(=O)C1=C(C)N=c2s/c(=C\c3cc(OC)c(OC)c(OC)c3)c(=O)n2C1/C=C/c1ccccc1 (centres undefined)	8.3%	-0.5%	6%	-2.5	1086	13%	i	34	i	0.8	-1%	-8	-6
